# Source: PubChem
# GLD-1 TGE inh: GLD-1/TGE RNA complex disruptors, primary screen, biochemical, fluorescence polarization; Female germline-specific tumor suppressor gld-1 (Caenorhabditis elegans), Q17339; purified GLD-1 + fluorescein TGE RNA; inhibition, % at 5.96 µM; hit rate 0.44% among 320,000; AID 2280, 2010;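 active = percent inhibition above a per-plate cutoff, the plate mean of test compounds plus 3 SD, cut at about 30% in these data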;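 also: 0% = DMSO wells with GLD-1 and probe and 100% = wells lacking GLD-1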
# VLA-4 inh: inhibition in human VLA-4 binding assay, primary screen, VLA-4 allosteric modulator project, MLPCN library, flow cytometry, VLA-4 expressing cells; inhibition, % (about 7 µM as worked out from the volumes in the protocol); ligand binding flow cytometry; Integrin alpha-4 (Homo sapiens), P13612; hit rate 0.2% among 330,000; in the data active = inhibition above about 50%
# Target sequence (P13612 whole entry, looked up): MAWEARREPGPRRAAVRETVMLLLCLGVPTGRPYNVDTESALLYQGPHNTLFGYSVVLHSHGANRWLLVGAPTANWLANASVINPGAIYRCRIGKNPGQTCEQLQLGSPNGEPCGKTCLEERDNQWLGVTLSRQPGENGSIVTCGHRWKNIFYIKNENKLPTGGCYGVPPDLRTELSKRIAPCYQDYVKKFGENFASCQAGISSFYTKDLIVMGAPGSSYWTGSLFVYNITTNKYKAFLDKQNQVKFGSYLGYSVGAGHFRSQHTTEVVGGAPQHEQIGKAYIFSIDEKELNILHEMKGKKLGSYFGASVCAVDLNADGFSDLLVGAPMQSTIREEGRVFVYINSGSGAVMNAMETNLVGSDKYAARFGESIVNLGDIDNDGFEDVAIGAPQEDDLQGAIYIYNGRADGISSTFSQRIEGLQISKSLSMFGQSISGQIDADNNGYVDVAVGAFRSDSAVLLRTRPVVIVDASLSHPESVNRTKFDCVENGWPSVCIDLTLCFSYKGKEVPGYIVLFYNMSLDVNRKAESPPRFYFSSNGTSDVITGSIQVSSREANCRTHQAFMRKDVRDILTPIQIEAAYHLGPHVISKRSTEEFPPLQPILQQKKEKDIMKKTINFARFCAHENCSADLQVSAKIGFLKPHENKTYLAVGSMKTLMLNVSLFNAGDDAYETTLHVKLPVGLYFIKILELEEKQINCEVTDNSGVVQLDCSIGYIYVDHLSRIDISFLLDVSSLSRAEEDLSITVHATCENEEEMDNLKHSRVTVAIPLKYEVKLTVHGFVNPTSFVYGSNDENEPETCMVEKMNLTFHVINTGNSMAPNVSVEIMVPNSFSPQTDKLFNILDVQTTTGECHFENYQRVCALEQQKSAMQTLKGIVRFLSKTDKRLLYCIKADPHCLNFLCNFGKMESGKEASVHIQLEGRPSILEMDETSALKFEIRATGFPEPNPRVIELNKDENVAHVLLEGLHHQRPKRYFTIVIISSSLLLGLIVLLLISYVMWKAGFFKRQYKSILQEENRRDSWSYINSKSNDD
# MCL1 BIM primary: inhibitors of MCL1 binding to BIM-BH3, primary screen, biochemical, fluorescence polarization | Induced myeloid leukemia cell differentiation protein Mcl-1 (Homo sapiens), Q07820 | GST-MCL1 / FITC-Bim-BH3 fluorescence polarization | inhibition, % at 10.9 µM | hit rate 0.68% among 320,000 | AID 2057, 2009;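 active = inhibition above the mean inhibition of all tested compounds plus 3 SD, set per campaign, cut at about 40% in these data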;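 also: 0% = DMSO wells and 100% = unlabeled Bim-BH3 peptide control; higher means more loss of mP so more displacement of Bim peptide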
# CIT2 TOR yeast: modulators of CIT2-GFP expression in yeast, primary screen, S. cerevisiae, GFP fusion, multiplex flow cytometry, MLPCN library; S. cerevisiae CIT2-GFP strain, 3 h; 100 means same as DMSO wells; GFP response vs DMSO, % at 10 µM; hit rate 0.065% among 320,000; AID 2029, 2009;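 active = GFP response relative to DMSO above a set limit, near the screen mean plus 3 SD, cut at about 150% in these data; inconclusive = Fewer than 70 cells measured for a yeast strain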;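 also: ratio of well median GFP fluorescence to mean of DMSO wells on the plate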
# Bcl-xL primary: inhibitors of human Bcl-xL, primary screen, biochemical, fluorescence polarization, HTS; Bcl-2-like protein 1 (Homo sapiens), Q07817; GST-Bcl-xL / FITC-Bim BH3 peptide fluorescence polarization; inhibition, % at 10.9 µM; hit rate 0.7% among 320,000; AID 2129, 2009;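 active = inhibition above the mean of all tested compounds plus 3 SD, cutoff set per campaign, cut at about 30% in these data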;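 also: 0% = DMSO wells and 100% = unlabeled Bim-BH3 peptide competitor; inhibitors lower millipolarization by displacing the labeled peptide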
# GRK2 aptamer HTS: compounds blocking aptamer binding on GRK2 – biochemical, human GRK2, bead flow cytometry, HTS, primary screen. Beta-adrenergic receptor kinase 1 (Homo sapiens), P25098. FAM-aptamer displacement from GRK2. inhibition of aptamer binding, % at 10 µM. hit rate 0.59% among 330,000. AID 488847, 2010;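 active = inhibition of aptamer binding above 40%, roughly 3 SD of noise, on plates passing a quality check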;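 also: median bead fluorescence of bound FAM aptamer so fluorescent compounds give negative values; no value below 0 was filed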
# AGP1 TOR yeast: modulators of AGP1-GFP expression in yeast TOR pathway, primary screen, cell-based, multiplex flow cytometry, S. cerevisiae, MLPCN library; 3 h; GFP as percent of DMSO wells; hit rate 0.02% among 320,000; GFP response vs DMSO, % at 10 µM; AID 2066, 2009;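 active = GFP response relative to DMSO above a set limit, near screen average plus 3 SD, cut at about 150% in these data; inconclusive = fewer than 70 cells counted for the yeast strain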;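 also: median GFP channel fluorescence of the gated AGP1 strain per well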
# Fam108B counter: mouse Fam108B serine hydrolase inhibitors, primary screen, counter-screen for RBBP9 inhibitor project, biochemical, fluorescence polarization; AID 1947, 2009; inhibition, % at 9.51 µM; recombinant Fam108B, FP-Rh probe fluorescence polarization; hit rate 0.33% among 300,000;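 active = inhibition above the screen mean inhibition plus 3 SD, computed separately per campaign, cut at about 18% in these data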;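 also: inhibitors lower polarization as less probe binds the enzyme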
# MEX-5 binding: MEX-5 zinc finger RNA-binding disruptors – biochemical, C. elegans, fluorescence polarization, MLPCN library, primary screen; hit rate 0.38% among 300,000; MEX-5/FITC-TCR2 RNA binding; active compounds read low; Zinc finger protein mex-5 (Caenorhabditis elegans), Q9XUB2; activity score (negative = inhibition of binding), % at 10 µM; AID 1832, 2009;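 active = inhibition past about -25% in most replicates, and total fluorescence under double the plate's negative control median, limit read from the data; inconclusive = replicates evenly split on the limit, or fluorescence at least double controls; inactive = too little inhibition in most replicates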;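 also: 0% = DMSO and -100% = 5 µM competing unlabeled TCR2 RNA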
# An asterisk follows results filed as active; ? = inconclusive; / = no result given.
SMILES,GLD-1 TGE inh,VLA-4 inh,MCL1 BIM primary,CIT2 TOR yeast,Bcl-xL primary,GRK2 aptamer HTS,AGP1 TOR yeast,Fam108B counter,MEX-5 binding
CC(NC(=O)c1ccc2ccccc2n1)c1ccc(S(N)(=O)=O)cc1 (centres undefined),-1,-3,-3,81,-3,0,96,-2,-1.3
CC(CN1CCCCC1)OC(=O)COc1ccc(Cl)cc1 (centres undefined),8,2,-8,105,1,0,103,-3,-1.8
Cc1nnc(NC(=O)C2CCCO2)s1 (centres undefined),5,19,9,101,8,1,104,0,-0.5
COc1ccc(S(=O)(=O)Cc2ccc(C(=O)NCCCN3CCc4ccccc4C3)o2)cc1,6,-5,11,107,6,0,105,3,-0.7
O=C(CSCc1ccc(Br)cc1)NCc1ccccn1,2,7,0,98,1,0,96,1,1.3
Cc1cccc(NC(=O)CCC(=O)N/N=C/c2cc([N+](=O)[O-])ccc2O)c1,10,-3,6,112,1,1,101,-1,2.0
O=C(NCCCO)/C(=C\c1ccco1)NC(=O)c1ccco1,9,16,10,94,11,0,82,-1,-1.9
COc1ccc(CN(CC(=O)NC2CCCC2)C(=O)CCC(=O)Nc2cc(C)on2)cc1,-5,0,-1,88,2,2,104,-4,-0.5
N#C/C(=C/c1ccc(N2CCCC2)c([N+](=O)[O-])c1)c1nc2ccccc2[nH]1,-22,-15,5,99,7,4,110,4,-0.8
O=C(CC(=O)NN=C1CCCCCC1)NCc1cccnc1,2,23,2,88,5,0,91,-4,-0.3
CCOC(=O)c1c(C=O)c(C)n(Cc2ccccc2)c1C,2,6,-3,97,5,2,102,-1,2.5
CS(=O)(=O)c1ccc(NC(=O)CCCc2nc3ccccc3c(=O)[nH]2)cc1,11,-11,-10,98,-10,4,105,0,1.9
Cc1ccc(NC(=S)NC2CCN(Cc3ccccc3)CC2)cc1C,-8,4,-1,91,4,0,93,-2,0.4
O=C(CCc1ccc(F)c(F)c1)NC1CCCN(Cc2ccc(Cl)cc2)C1 (centres undefined),-1,1,4,101,0,0,99,3,1.1
COc1cc(-c2ccc(NC(C)=O)c(OC)c2)ccc1NC(C)=O,1,0,3,93,5,3,99,2,-0.1
O=C(CSc1ccc(-c2ccco2)nn1)NCc1ccc(Cl)cc1,-8,16,6,105,6,0,103,2,0.4
CCC(C)Sc1nc2c(c(=O)[nH]c(=O)n2C)n1Cc1ccc(Cl)cc1 (centres undefined),-4,4,-4,98,-9,1,92,1,-1.3
CC(=O)c1ccc(OCCCC(=O)NCC(c2ccco2)N(C)C)cc1 (centres undefined),10,7,10,108,14,0,110,4,-1.2
COC(=O)c1c(N2C(=O)[C@H]3[C@@H](C2=O)[C@]2(C(=O)Nc4ccccc42)N2CCC[C@@H]32)sc(C)c1C,-1,3,5,94,2,0,99,-3,-1.0
CN(C)c1nc(Cl)nc(NCCOc2ccccc2)n1,-10,4,8,102,1,0,107,-3,4.2
Nc1c(C(=O)NCc2ccco2)nnn1-c1ccccc1,0,15,0,99,5,3,103,1,2.3
Cc1cccc(OC(C)C(=O)N2CCCc3ccccc32)c1 (centres undefined),-1,-1,0,96,5,0,105,-4,-0.7
Cc1cc(NC(=O)CCC(=O)N(CC(=O)NCC2CCCO2)c2cccc(C)c2C)no1 (centres undefined),11,-8,5,112,6,2,106,-1,1.2
CCOc1ccccc1NC(=S)NC1CCCCC1,8,-2,13,109,8,0,106,3,2.1
Cc1cc(N2CCN(Cc3cn(C)nc3-c3cccc(Cl)c3)CC2)cc(C)n1,-13,8,0,109,1,0,106,-3,-0.6
Cc1ccc(NCCC(=O)c2cccc([N+](=O)[O-])c2)c(C)c1,-2,8,-7,94,0,0,96,1,-0.6
CCOc1ccccc1NC(=O)COc1ccc2c(c1)OCO2,-6,0,2,108,-2,0,98,-1,-1.3
O=C(OCC(=O)N1CCCc2ccccc21)c1cccc(C(F)(F)F)c1,-2,-7,3,96,0,0,98,4,1.3
Cc1ccc(C2CN(c3ccccc3)CC2C(=O)c2ccc(F)cc2)cc1 (centres undefined),5,31,-2,102,4,0,106,2,-2.4
COc1ccc(Cl)cc1NC(=O)Nc1ccc(Br)cn1,1,1,1,97,2,1,101,-1,-0.2
COc1ccc(-c2cc(C(F)F)n3ncc(C(=O)N4CCN(C(=O)c5ccco5)CC4)c3n2)cc1,7,4,-2,87,-1,1,98,-3,-2.6
FC(F)(F)c1cc(-c2ccco2)nc(NCc2ccc(Cl)cc2)n1,1,6,4,103,2,0,94,-11,0.8
COc1ccc(OC)c(NC(=S)NCCSc2ccc(C)cc2)c1,7,26,13,96,8,3,93,11,-0.5
COc1ccccc1NC(=O)CN1CCN(C2c3ccccc3-c3ccccc32)CC1,4,-17,-1,95,3,0,99,-4,2.1
COc1cc([N+](=O)[O-])ccc1NC(=O)COC(=O)C1=NN(c2ccccc2)C(=O)CC1,7,16,/,103,/,0,105,/,/
Cc1ccc(CNC(=O)c2ccc(COc3ccccc3)cc2)cc1,0,31,-8,88,-1,1,94,-9,0.5
CCOc1ccc(CCNC(=O)C2CCCN(S(=O)(=O)N3CC(C)CC(C)C3)C2)cc1OCC (centres undefined),2,8,0,102,6,1,19,-4,0.1
COc1cccc(Cl)c1NC(=O)N1CCN(c2ccnc3cc(Cl)ccc23)CC1,-5,-4,3,93,1,4,93,-7,-2.8
Cc1cccc(C)c1OCc1cc(C(=O)N2CCC[C@H]2C(N)=O)no1,/,15,/,112,/,0,103,/,-0.1
NC(=O)[C@@H]1CCCN1Cc1nc(Cc2ccccc2Cl)no1,-1,25,2,107,3,2,108,-3,-0.1
COc1ccc(C(=O)N(C)Cc2ccccc2)cc1Br,-3,-1,4,90,-1,1,93,-1,0.7
O=C(OCc1ccc([N+](=O)[O-])cc1)C1CC(=O)N(Cc2ccccc2Cl)C1 (centres undefined),-1,-5,-8,89,2,0,99,4,0.0
O=C(Cn1c(=O)oc2ccccc21)Nc1ccc(F)c(F)c1,4,8,4,107,0,4,108,-1,0.0
CCN1C(=O)/C(=C\N(C)C)S/C1=N\S(=O)(=O)c1ccc(C)cc1,3,18,-2,95,-3,0,100,0,-1.3
Cc1nc2nc(SCc3nc4ccccc4[nH]3)[nH]c2cc1Br,1,9,-5,108,-2,0,111,-8,-1.1
O=C(OCC(=O)N1c2ccccc2Sc2ccccc21)c1ccc[n+]([O-])c1,-5,15,-12,88,-11,0,87,-4,/
COc1cccc(C(=O)COc2ccc3c(C)cc(=O)oc3c2)c1,/,23,/,91,/,1,99,/,-0.5
Cc1ccc(S(=O)(=O)NCCC(=O)NCc2cccnc2)cc1,3,6,2,97,4,2,99,2,-0.1
Cc1cccc(NS(=O)(=O)c2cc(C(=O)N3CCN(C)CC3)ccc2C)c1,5,6,6,102,5,0,103,11,-0.7
O=C(CSc1nnnn1C1CCCC1)c1ccc2c(c1)OCCO2,5,14,-2,97,3,1,104,-4,1.9

# Going on with the list.
SMILES,GLD-1 TGE inh,VLA-4 inh,MCL1 BIM primary,CIT2 TOR yeast,Bcl-xL primary,GRK2 aptamer HTS,AGP1 TOR yeast,Fam108B counter,MEX-5 binding
Cc1noc(C)c1-c1nnc(-c2ccc(OC(F)(F)F)cc2)o1,5,-3,-1,100,-1,2,97,-2,0.2
Cc1ccc(OCC(=O)Nc2cc(NC(=O)COc3ccc(C)c(C)c3)cc(C(=O)O)c2)cc1C,4,-7,11,96,5,2,99,-12,-3.9
CCN(CC)c1ccc(S(=O)(=O)N2CCOCC2)cc1NC(=O)CSc1cccc[n+]1[O-],-1,8,-13,79,-6,4,90,1,-3.2
Cc1c(C(=O)NN2CCOCC2)oc2ccccc12,14,32,6,104,2,2,105,-2,-0.8
CCCCc1ccc(-c2nc(N)n[nH]2)cc1,-2,-2,4,98,-1,0,97,-5,2.7
CC(C)(C)CC(=O)OCC(=O)Nc1cc(C(C)(C)C)nn1-c1ccccc1,7,6,4,102,-1,0,104,2,-0.4
COCCNC(=O)CSc1nnc(-c2ccccc2)c(-c2ccccc2)n1,0,10,11,100,5,0,102,-6,-0.3
O=C(Cc1ccsc1)NNC(=O)c1ccc(F)cc1,0,26,10,106,7,0,99,2,-0.2
COc1ccc([N+](=O)[O-])cc1NCC(=O)Nc1cc(S(=O)(=O)N2CCCCC2)ccc1C,3,-7,-3,87,-4,1,88,/,/
COC(=O)c1ccccc1NC(=O)N[C@@H](C)C(=O)OC,4,6,10,101,3,0,104,-2,2.4
S=C(NCC1CCCO1)N1CCN(Cc2ccccc2)CC1 (centres undefined),2,9,7,105,-1,3,108,0,-1.4
CCCc1c(C(=O)OCC)[nH]c2c1C(=O)CCC2,10,2,0,105,2,0,100,-3,0.2
O=C(NC1CSCC1OC(=O)c1ccccc1)c1ccccc1 (centres undefined),6,5,9,94,13,1,106,3,0.9
CSCCC(NS(=O)(=O)c1cccs1)C(=O)NCc1cccs1 (centres undefined),1,0,11,87,7,2,91,5,-1.4
CCc1ccc(N2C(=O)CN(Cc3ccc(OC)c(OC)c3)C2=S)cc1,-1,17,0,98,-1,4,96,2,0.8
Cc1csc(=O)n1CC(=O)OCC(=O)c1ccc(Br)cc1,5,-11,8,103,3,0,101,-3,3.4
O=[N+]([O-])c1ccc(CN2CCCCCC2)cc1,6,8,6,101,4,0,98,1,1.0
O=C(CSc1nccn1Cc1ccccc1)Nc1nccs1,-3,6,5,99,0,0,92,3,3.6
CCCCN(C(=O)CSCC(=O)Nc1ccc(OC)cc1)c1c(N)n(CCC)c(=O)[nH]c1=O,5,-7,-10,92,-5,4,101,-1,1.7
COc1ccc(Cl)cc1N(CC(=O)N1CCCC1)S(=O)(=O)c1ccc(C)cc1,7,-1,0,?,2,2,?,-3,-1.8
CCCc1nc(SCC(=O)N2CCC(C)CC2)c2c(=O)n(C)c(=O)n(C)c2n1,4,0,1,94,5,2,101,3,/
COc1ccc(CCn2nnnc2C(C(C)C)N2CCC(C(N)=O)CC2)cc1OC (centres undefined),3,7,-2,90,4,0,95,2,1.9
Nn1c(SCc2cccc(C(F)(F)F)c2)nnc1-c1ccco1,9,9,5,104,-1,3,105,0,1.7
O=C1CC(c2c(F)cccc2Cl)C(n2cncn2)C(O)=C1C1NCCc2ccccc21 (centres undefined),6,13,14,90,9,0,95,-14,-1.4
CCOC(=O)/C(C#N)=C1/C=C(C)c2ccccc2N1,-3,1,5,81,3,1,83,3,3.5
